# Bioassay records: PubChem, several laboratories
# SRC2 inh = inhibits human steroid receptor coactivator 2; Q15596; HEK293 GAL4-SRC2 luciferase reporter, luminescence; inhibition, % at 9 µM; 370,000 compounds, 0.17% hits;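 active means inhibition above the mean inhibition of all tested compounds plus 3 SD, set per campaign, cut at about 52% in these data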;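 further: 0% = DMSO treated cells and 100% = cells given Gossypol at 36 µM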
# H9c2 protect = modulators protecting cardiomyocytes from myocardial damage | H9c2 cardiomyocytes, H2O2 injury protection, ATPLite, 2 h | protection from H2O2 cell death, % at 20 µM | 360,000 compounds, 0.63% hits | AID 588492;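 active means compounds giving at least 50% protection of heart cells from peroxide-induced death in the single-dose screen, raw or plate-pattern-corrected value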;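 further: 0% = DMSO wells with peroxide and 100% = DMSO wells without peroxide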
# MC4R ag barr = agonists of human melanocortin 4 receptor (MC4R) beta-arrestin; activation, % at 8.9 µM; 360,000 compounds, 0.98% hits; P32245; U2OS MC4R beta-arrestin complementation, luminescence; percent of melanotan II response, DMSO zero;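 active means activation above a per-plate cutoff, the mean activation of sample wells on that plate plus 3 SD, cut at about 8% in these data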
# TLR9-MyD88 inh = inhibitors of human TLR9-MyD88 binding; Q9NR96+Q99836; CHO BLA complementation TLR9-MyD88, CCF4 FRET ratio; inhibition, % at 4.98 µM; 340,000 compounds, 0.21% hits; AID 504734;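 active means inhibition above the mean over all tested compounds plus 3 SD, cut at about 21% in these data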;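 further: 0% = DMSO only wells and 100% = clavulanate BLA inhibitor control wells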
# ABCB6 inh 2 = blocks the human ABCB6 transporter; Q9NP58; K562-ABCB6 porphyrin accumulation, flow cytometry, 1 h; stronger effect = lower value; fluorescence ratio to DMSO, % at 10 µM; 360,000 compounds, 0.19% hits; AID 602162;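 active means fluorescence ratio to DMSO below 75%, the collection mean minus 3 SD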;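 further: signal is porphyrin accumulated inside mitochondria; 100% equals median channel fluorescence of DMSO control wells; lower ratio means ABCB6 inhibition with less porphyrin fluorescence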
# Target sequence (Q9NP58 whole entry, looked up): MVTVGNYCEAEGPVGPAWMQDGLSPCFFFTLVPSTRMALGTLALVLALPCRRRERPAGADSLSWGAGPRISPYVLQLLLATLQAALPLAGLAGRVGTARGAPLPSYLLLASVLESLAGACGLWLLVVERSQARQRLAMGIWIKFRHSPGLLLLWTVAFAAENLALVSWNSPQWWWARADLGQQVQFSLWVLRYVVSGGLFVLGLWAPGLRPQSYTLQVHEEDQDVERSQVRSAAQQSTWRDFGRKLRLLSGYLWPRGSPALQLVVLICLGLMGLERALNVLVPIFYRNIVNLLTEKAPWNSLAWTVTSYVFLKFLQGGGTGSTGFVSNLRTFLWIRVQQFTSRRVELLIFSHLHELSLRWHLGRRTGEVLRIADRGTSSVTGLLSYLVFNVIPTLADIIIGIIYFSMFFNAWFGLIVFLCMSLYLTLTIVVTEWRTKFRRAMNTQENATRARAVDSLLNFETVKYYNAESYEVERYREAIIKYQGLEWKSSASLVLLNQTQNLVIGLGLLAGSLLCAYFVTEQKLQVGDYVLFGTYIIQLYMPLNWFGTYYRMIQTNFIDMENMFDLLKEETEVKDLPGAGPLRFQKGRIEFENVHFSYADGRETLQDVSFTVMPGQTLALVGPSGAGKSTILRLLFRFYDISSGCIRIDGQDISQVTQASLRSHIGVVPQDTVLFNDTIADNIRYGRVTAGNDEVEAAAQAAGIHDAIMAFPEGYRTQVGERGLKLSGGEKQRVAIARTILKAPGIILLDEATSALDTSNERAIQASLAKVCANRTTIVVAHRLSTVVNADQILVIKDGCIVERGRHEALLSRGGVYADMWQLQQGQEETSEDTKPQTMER
# N-glyco inh = blocks N-linked glycosylation in D54 reporter cells; reporter increase, % at 12.5 µM; AID 588692; D54 ERlucT glycosylation luciferase reporter, 24 h; percent of 100 nM tunicamycin response; 360,000 compounds, 0.23% hits;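 active means mean luciferase reporter signal, scaled so untreated is 0 and the glycosylation-blocking control 100, at or above a set limit in every replicate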;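 further: luciferase carries N-glycosylation sites so blocking glycosylation raises the light; 0% = median of neutral control wells and 100% = median of 100 nM tunicamycin wells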
# NOD2-RIPK2 inh = NOD2-RIPK2 protein interaction inhibition. CHO BLA complementation NOD2-RIPK2, CCF4 ratio. inhibition, % at 4.98 µM. 360,000 compounds, 0.38% hits; in the data active means inhibition above about 21%;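 further: 0% = vehicle only and 100% = reference blocker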
# m5-HT2A agonist = activates the mouse 5-HT2A serotonin receptor; CHO-K1 mHTR2A beta-arrestin complementation, luminescence; percent of 30 µM serotonin response; 360,000 compounds, 0.66% hits; P35363; AID 624169; activation, % at 7.6 µM;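 active means activation above a run cutoff, the mean activation of all tested compounds plus 3 SD, cut at about 14% in these data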;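 further: 0% = plate median of compound wells and 100% = 30 µM serotonin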
# ABHD5-PLIN5 inh = ABHD5-PLIN5 protein interaction inhibition. 360,000 compounds, 0.78% hits. AID 602281. Q00G26+Q8WTS1. Split G. princeps luciferase complementation, luminescence, 4 h. inhibition, % at 4 µM;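 active means inhibition above the mean inhibition across every tested compound plus 3 SD, cut at about 22% in these data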;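 further: 0% = DMSO only wells and the 100% control is not disclosed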
# MC4R antag cAMP = antagonists of human melanocortin 4 receptor (MC4R); P32245; MC4R-expressing cells, MTII-stimulated cAMP, LANCE TR-FRET; inhibition, % at 6.5 µM; 360,000 compounds, 0.48% hits;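 active means inhibition above its plate's cutoff, the mean of tested wells on that plate plus 3 SD, cut at about 29% in these data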;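 further: 0% = Melanotan II alone and 100% = Melanotan II plus saturating MCL0020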
#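 System: U2OS cells stably expressing human melanocortin 4 receptor (MC4R). Reagent: Melanotan II challenge after compound preincubation. Doses: 6.5 µM. Times: 30-min compound, 1-h challenge, 1-h detection, room temperature. Measured by: TR-FRET with Eu-cAMP and labeled anti-cAMP, 671 nm. Replicates: singlicate.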
# * hit, by the source's call; · = not tested or not shown. This is a subset; rates above refer to the full screens.
SMILES,SRC2 inh,H9c2 protect,MC4R ag barr,TLR9-MyD88 inh,ABCB6 inh 2,N-glyco inh,NOD2-RIPK2 inh,m5-HT2A agonist,ABHD5-PLIN5 inh,MC4R antag cAMP
CCN(c1ccccc1C(=O)O)S(=O)(=O)c1cccc2nsnc12,15,3,-1.6,-5,98,2,-1,2,3,1
CCOC(=O)c1noc(C)c1C(=O)Nc1nccs1,-20,-5,0.4,6,97,1,3,0,-3,4
COc1ccc(CCNC(=O)C(=O)Nc2nccs2)cc1OC,10,9,0.1,12,97,-1,-12,0,-1,4
O=C(CC1S/C(=N/N=C/C=C/c2ccccc2)NC1=O)Nc1ccc(C(=O)O)cc1 (stereo not given),-5,-3,2.0,1,103,-4,-14,2,4,12
CCOC(=O)C1=C(C)NC(C)=C(C(=O)OCC)C1C(=O)OCC(=O)N(C)C1CCS(=O)(=O)C1 (stereo not given),14,0,0.0,16,93,0,-10,-3,96*,-2
CC1(C)CC(=O)C=C(NCc2ccc(C(=O)O)cc2)C1,2,7,-1.1,-4,100,2,-10,3,16,1
COc1ccc(OC)c(Cc2nnc(CCC(=O)N3CCN(C4CCCC4)CC3)o2)c1,-44,4,0.4,7,103,0,1,11,-4,19
O=C(CSc1nccc2ccccc12)N1CCN(c2ccccn2)CC1,3,-2,-1.1,-4,99,-1,6,10,10,-7
CC(C)n1c(C(O)c2ccccc2)nc2ccccc21 (stereo not given),-25,-8,-0.1,0,99,-2,10,-1,4,7
Cc1ccc(-c2noc(CN3C(C)CCCC3C)n2)cc1 (stereo not given),-5,12,1.4,-10,97,-3,-3,0,6,3
N=c1c2c(-c3ccccc3)c(-c3ccccc3)n(Cc3ccco3)c2ncn1CCO,-62,-37,-1.7,-3,89,1,17,0,4,2
O=c1[nH]c(CN2CCN(c3ccccc3O)CC2)nc2scc(-c3ccccc3Cl)c12,0,-9,-0.1,2,98,-5,-3,4,2,8
CCCCn1c(N)c(N(CCC(C)C)C(=O)c2ccc(C)o2)c(=O)[nH]c1=O,20,21,-1.1,0,84,0,12,5,2,-5
COc1ccc(-c2ccc(S(=O)(=O)N3CCOCC3)cc2)cc1,·,-6,-2.4,-2,101,1,1,-3,1,7
COc1ccc(-c2nc(CS(=O)CC(=O)NC3CCCCC3)c(C)o2)cc1OC (stereo not given),·,1,-1.1,-3,101,1,-5,-6,-4,1
COC(=O)N[C@H](CC(C)=O)c1cccc(C(F)(F)F)c1,0,1,-0.1,-7,102,1,-13,8,7,1
Cn1nc(C(C)(C)C)c([N+](=O)[O-])c1C(=O)NC(C)(C)C,-16,-3,2.8,0,97,0,-21,3,11,14
COc1ccc(-c2nn(-c3ccccc3)cc2C(=O)NC(=S)N2CCOCC2)cc1OC,-54,-10,-0.5,-3,93,0,3,-4,-1,1
Cc1ccc(S(=O)(=O)NCCN2CCNC2=O)cc1,18,4,1.4,5,94,0,-6,2,10,-2
CCN1CCN(c2cc3c(nn2)Oc2ccccc2N3C)CC1,-63,2,-1.2,-5,99,-2,-4,-7,7,16
COc1ccc(C(=O)/C=C2\NCC3c4ccccc4CCN3C2=O)cc1 (stereo not given),-29,12,1.1,5,101,0,-10,-3,4,1
O=C1CSC(=S)N1c1cccc(Br)c1,-29,2,-1.6,-12,98,1,-8,-7,-17,-4
COc1ccc(C(=O)C[C@@H]2OC3CCCCC3N2S(=O)(=O)c2ccc(C)cc2)cc1OC (stereo not given in full),7,·,·,·,·,·,-20,-4,-8,·
COc1cc(C)nc(OCCNS(=O)(=O)c2cc(C)ccc2C)n1,-25,11,-1.4,-17,95,0,-4,7,8,2
CSc1nc(NCc2ccco2)c2sc3nc(C(C)C)c4c(c3c2n1)CC(C)(C)OC4,-3,10,-0.9,-1,102,-3,0,0,-5,-3
CC1(C)Oc2ccc3ccc(=O)oc3c2/C(=N/O)C1=O,-17,8,-0.5,-11,100,0,0,1,-6,10
COC(=O)NNC(=O)/C=C/c1ccccc1,-6,5,0.9,-2,101,0,-12,-2,-6,14
CCOc1ccccc1CN1CCNC(=O)C1CC(=O)NCCN1CCOC1=O (stereo not given),-8,-6,-0.4,-4,99,-1,-1,15*,2,16
COc1ccc(CCNC(=O)C(C)Sc2ccc(C)cc2)cc1OC (stereo not given),18,0,-0.3,7,93,0,0,2,0,-1
COCCC1CCCCN1C(=O)c1ccc(OC)c(OC2CCN(C(C)=O)CC2)c1 (stereo not given),0,1,-0.7,0,93,1,1,2,-4,8

# m5-HT2A agonist, entries above that show a hit
structure	SRC2 inh	MC4R ag barr	TLR9-MyD88 inh	ABCB6 inh 2	N-glyco inh	NOD2-RIPK2 inh	m5-HT2A agonist	ABHD5-PLIN5 inh	MC4R antag cAMP
CCOc1ccccc1CN1CCNC(=O)C1CC(=O)NCCN1CCOC1=O (stereo not given)	-8	-0.4	-4	99	-1	-1	15*	2	16

# The list continues.
SMILES,SRC2 inh,H9c2 protect,MC4R ag barr,TLR9-MyD88 inh,ABCB6 inh 2,N-glyco inh,NOD2-RIPK2 inh,m5-HT2A agonist,ABHD5-PLIN5 inh,MC4R antag cAMP
Cc1nn(-c2ccccc2)c(NC(=O)C(C)C)c(-c2ccccc2)c1=O,14,2,-0.9,·,99,3,-12,3,-2,3
Cn1nc(-c2ccccc2)cc1NS(=O)(=O)c1ccccc1,-11,-2,-2.5,2,92,0,7,5,-1,1
O=C(CCN1C(=O)/C(=C/c2ccccc2F)SC1=S)N[C@@H](CO)Cc1ccccc1,-18,-9,11*,6,98,2,1,1,2,7
CC(=O)N1CCOc2ccc(S(=O)(=O)N3CCN(c4cccc(C(F)(F)F)c4)CC3)cc21,10,-4,-3.1,5,99,-1,-8,-3,1,3
Cc1nn(-c2ccccc2)c2c1C(c1ccncc1)C(C#N)=C(N)O2 (stereo not given),6,-1,0.4,-7,110,-1,-2,-1,1,20
CC(=O)N1CCN(c2ccc(NCc3cccs3)cc2)CC1,-10,5,-1.2,-2,95,4,-14,-1,-19,15
CN(C)c1nc(SCCOC(=O)c2ccccc2)nc(N(C)C)n1,-5,-5,1.0,1,100,-1,-5,1,-7,-4
COc1cc2c(cc1OC)-c1n[nH]c(=S)n1C(C)(C)C2,5,-1,-1.4,-12,102,5,-2,-1,-3,4
O=C(CC1(O)C(=O)Nc2ccccc21)c1cccc(Br)c1 (stereo not given),-17,3,0.4,-6,95,3,-1,0,0,2
O=C(/C=C/c1ccco1)NC(=S)NNC(=O)c1ccco1,-13,10,4.4,-3,98,2,-15,-1,13,-6
CCC(C)NS(=O)(=O)c1ccc(F)c(C(=O)Nc2c(F)cc(F)cc2Br)c1 (stereo not given),-3,-4,1.2,9,97,-2,-11,-1,5,21
Cc1cc(C)n2c(Nc3c(C)cccc3C)c(CC(C)C)nc2n1,18,·,·,·,103,·,-10,-1,6,·
O=C(O)CCc1nnc(SCC(=O)Nc2ccc(Br)cc2)[nH]c1=O,-10,5,0.3,·,102,3,-6,5,-9,11
COc1cccc(C(=O)COc2ccc3ccc(=O)oc3c2)c1,-44,7,-2.8,-5,104,-2,-12,2,3,2
CC(C)OP(=O)(OC(C)C)/C(C=O)=N\Nc1ccc([N+](=O)[O-])cc1,-3,-5,-2.9,-2,101,4,-8,0,8,39*
Cc1ccc(NC(=O)Cc2noc3ccccc23)c(C)c1,-14,0,0.5,-7,104,0,-3,1,-1,5
Cc1cccc(C)c1C(O)c1ncc(-c2ccc(F)cc2)[nH]1 (stereo not given),·,-10,-0.1,·,104,-1,2,2,-7,12
C=CCNC(=O)c1cnc2n(c1=O)CCS2,9,0,-0.3,7,98,2,5,1,2,7
C=CCC1[C@H](C)[C@H]2[C@@H]3CC[C@@H](C3)[C@H]2CN1S(=O)(=O)c1ccc(C)cc1 (stereo not given in full),6,-25,-0.3,-9,103,-12,9,-2,-2,15
Cn1nnc(C(O)CN2CCOCC2)n1 (stereo not given),-12,6,1.0,9,101,5,-4,3,-1,-4
CCN1C(=O)C2C(C1=O)N1C(c3cccs3)C3C(=O)N(CC)C(=O)C3N1C2c1cccs1 (stereo not given),-16,13,-2.0,4,96,1,1,2,-1,0
COc1ccc(O)c(/C=N/NC(=O)CCC(=O)Nc2ccc(C)cc2)c1,-28,33,-1.1,2,97,-1,7,6,-3,4
CCCC(c1nnnn1CCOC)N1CCN(C(=O)c2ccco2)CC1 (stereo not given),4,1,0.1,9,99,0,-16,-2,-4,2
CC(=O)c1c(C)[nH]c(C(=O)N2CCN(S(=O)(=O)c3ccc(C)cc3C)CC2)c1C,-1,-10,-4.0,7,96,4,4,0,-12,3

# Entries shown so far that contain a halogen, in the order listed:
SMILES,SRC2 inh,H9c2 protect,MC4R ag barr,TLR9-MyD88 inh,ABCB6 inh 2,N-glyco inh,NOD2-RIPK2 inh,m5-HT2A agonist,ABHD5-PLIN5 inh,MC4R antag cAMP
O=c1[nH]c(CN2CCN(c3ccccc3O)CC2)nc2scc(-c3ccccc3Cl)c12,0,-9,-0.1,2,98,-5,-3,4,2,8
COC(=O)N[C@H](CC(C)=O)c1cccc(C(F)(F)F)c1,0,1,-0.1,-7,102,1,-13,8,7,1
O=C1CSC(=S)N1c1cccc(Br)c1,-29,2,-1.6,-12,98,1,-8,-7,-17,-4
O=C(CCN1C(=O)/C(=C/c2ccccc2F)SC1=S)N[C@@H](CO)Cc1ccccc1,-18,-9,11*,6,98,2,1,1,2,7
CC(=O)N1CCOc2ccc(S(=O)(=O)N3CCN(c4cccc(C(F)(F)F)c4)CC3)cc21,10,-4,-3.1,5,99,-1,-8,-3,1,3
O=C(CC1(O)C(=O)Nc2ccccc21)c1cccc(Br)c1 (stereo not given),-17,3,0.4,-6,95,3,-1,0,0,2
CCC(C)NS(=O)(=O)c1ccc(F)c(C(=O)Nc2c(F)cc(F)cc2Br)c1 (stereo not given),-3,-4,1.2,9,97,-2,-11,-1,5,21
O=C(O)CCc1nnc(SCC(=O)Nc2ccc(Br)cc2)[nH]c1=O,-10,5,0.3,·,102,3,-6,5,-9,11
Cc1cccc(C)c1C(O)c1ncc(-c2ccc(F)cc2)[nH]1 (stereo not given),·,-10,-0.1,·,104,-1,2,2,-7,12
